CSM14.1 death rescue: rescue of cells from ER stress-induced death, primary screen, 384-well, CSM14.1, thapsigargin, ATP luminescence (AID 1222). CSM14.1 thapsigargin-induced death rescue, ATP luminescence; higher % means a stronger effect. cellular ATP content (survival), % at 20 µM; hits with a dose series show EC50 in µM. 190,000 tested, under 10 active;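 active = EC50 below 50 µM in the dose-response confirmation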;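 note: death triggered by thapsigargin at about 15 µM added after 2 h compound pretreatment; cell ATP read after overnight thapsigargin exposure of roughly 18 to 22 hours; normalized against plate controls of thapsigargin alone and 5% DMSO vehicle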
P. falciparum M17LAP: P. falciparum M17LAP inhibitors, primary screen, biochemical, fluorogenic H-Leu-NHMec substrate, 1536-well (AID 1619). recombinant M17LAP, H-Leu-NHMec fluorogenic kinetic assay; higher % means a stronger effect. 0.38% of 220,000 active. inhibition, % at 30 µM; hits with a dose series show IC50 in µM;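 active = compound inhibiting the enzyme by more than half at any dose during confirmatory dose-response retesting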;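 note: plate controls were full reaction with DMSO carrier for no effect and no enzyme background for full effect; strong numbers were not always called active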
LYP inhibition: inhibitors of LYP phosphatase, biochemical, fluorescence intensity, uHTS (AID 1779) | 0.054% of 290,000 active | one-dose inhibition, % at 11.5 µM; IC50 in µM for titrated hits | recombinant LYP phosphatase, fluorescence intensity; higher % means a stronger effect;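 note: plate controls were vehicle with enzyme for no effect and no enzyme for full effect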
TNAP activation fold: stimulation of alkaline phosphatase TNAP activity – biochemical, luminescent, no phosphate acceptor, uHTS, primary screen (AID 1001) | purified TNAP, luminescent activation assay, no phosphate acceptor; higher activation fold means a stronger effect | one-dose activation fold at 20 µM; EC50 in µM for titrated hits | 0.03% of 200,000 active; in the data active = activation fold from about 3, or a potency from the dose series; inactive = the rest, 99 in 100 with activation fold below about 1.6; note: many of its hits are not listed in these tables
P. falciparum M1AAP: P. falciparum M1AAP inhibitors, biochemical, fluorogenic H-Leu-NHMec substrate, 1536-well (AID 1445); recombinant M1AAP, H-Leu-NHMec fluorogenic kinetic assay; higher % means a stronger effect; inhibition, % at 30 µM; hits with a dose series show IC50 in µM; 0.42% of 220,000 active;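 active = primary inhibition above the hit cutoff, then over 50% inhibition at one or more dose response concentrations, cut at about 23% in these data, passing the limit was not always enough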;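 note: plate controls were DMSO full reaction for no effect and no enzyme background for full effect; strong numbers were not always called active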
XIAP displacement: XIAP antagonists, biochemical, IAP family, fluorescence polarization (AID 1018) | XIAP BIR domain, fluorescence polarization peptide displacement; higher % means a stronger effect | one-dose displacement, % at 20 µM; IC50 in µM for titrated hits | 0.007% of 200,000 active; in the data active = displacement above about 50%; note: a part of the inactive calls stands beside numbers as strong as those of hits
human PMI inhibitors: human PMI inhibitors, high substrate, primary screen, biochemical, fluorescence intensity, high mannose 6-phosphate (AID 1220); 0.66% of 190,000 active; inhibition, % at 20 µM; hits with a dose series show IC50 in µM; recombinant PMI enzyme, coupled fluorescence intensity; higher % means a stronger effect
Myeloid diff MLP: compounds promoting myeloid differentiation. ER-HoxA9 myeloid progenitors, lysozyme-GFP differentiation, flow cytometry. calls only at 10 µM. 1% of 360,000 active. AID 624256;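 active = normalized GFP-positive differentiation at or above the plate's own cutoff, the solvent-only control mean plus 3 SD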;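 note: cells exposed to compound for four days before flow analysis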
human PMI inhibition: inhibitors of human PMI, primary screen, biochemical, fluorescence intensity, coupled assay (AID 1209). 0.42% of 190,000 active. purified PMI enzyme, coupled fluorescence intensity; higher % means a stronger effect. inhibition, % at 20 µM, or IC50 in µM where a hit was titrated;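 note: plate controls were DMSO vehicle for no effect and wells lacking substrate for full effect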
Myeloid diff MLP GFP+ MAC1+ %: also measured in Myeloid diff MLP; calls as there; GFP+ MAC1+ double positive, %; measured here: differentiation confirmed by MAC1 staining
* marks the source's active call; other numbers are inactive results; i = inactive; . = no result given. Cut-off read from the data, not from the text of the source, unless noted: active = inhibition above about 50%; inactive = the rest.

#	SMILES	CSM14.1 death rescue	P. falciparum M17LAP	LYP inhibition	TNAP activation fold	P. falciparum M1AAP
1	Cc1cc(=O)n2nc(N3CCC(C(=O)NCc4cccnc4)CC3)sc2n1	-3.1%	5%	-7%	1.1	0%
2	COc1cc2c(cc1NC(=O)CSc1nccn1C)oc1ccccc12	-1.2%	-8%	3%	0.9	8%
3	COC(=O)c1c(C)oc(C)c(C(=O)OC)c1=O	-0.6%	5%	-3%	1.1	4%
4	COc1ccc(-c2cc(C(=O)OCC(=O)NC(C)C)c3ccccc3n2)cc1	-0.7%	0%	-1%	1	1%
5	BrC(/C=N/Nc1nc(N2CCOCC2)nc(N2CCOCC2)n1)=C/c1ccccc1	2.1%	5%	2%	1	15%
6	NC(=O)CSc1nc2ccccc2nc1SCC(N)=O	0.4%	5%	-9%	1	1%
7	COCCCNC(=O)c1ccc(Cn2c(=O)c3ccccc3n(Cc3ccc(C)cc3)c2=O)cc1	-0.3%	-3%	-6%	1.2	8%
8	CCNC(=O)COC(=O)c1cc(S(=O)(=O)N2CCCc3ccccc32)ccc1Cl	.	-5%	0%	.	2%
9	O=C(NC1CCCCC1)C(c1ccc2ncccc2c1)N(Cc1ccco1)C(=O)c1ccc2c(c1)OCCO2 (stereo not drawn)	14%	13%	6%	1	2%
10	O=C(CN(C(=O)CCNC(=O)c1ccco1)c1ccccc1)NC1CCCC1	.	4%	2%	1	-11%
11	O=C1CC(c2nc3ccccc3[nH]2)CN1c1ccccc1 (stereo not drawn)	-1.8%	2%	0%	1.1	-3%
12	Cc1cc(C)c2nc(Cl)c(C3NC(=O)c4ccccc4N3)cc2c1 (stereo not drawn)	-0.2%	-5%	-7%	1.2	4%
13	CCOC(=O)N1CCN(C(=O)c2ccc3c(=O)n(CCC4=CCCCC4)c(=S)[nH]c3c2)CC1	2.0%	-7%	10%	1	-2%
14	Cc1cc(CNCc2cn(C)nc2-c2ccc(Oc3ccccc3)cc2)on1	3.8%	-2%	-4%	1	0%
15	CS(=O)(=O)c1ccccc1C(=O)NC1CCCc2ccccc21 (stereo not drawn)	2.4%	-2%	-1%	1.2	-4%

#	XIAP displacement	human PMI inhibitors	Myeloid diff MLP	Myeloid diff MLP GFP+ MAC1+ %	human PMI inhibition
1	2.9%	6%	i	1.6	13%
2	3.8%	1%	i	0.0	-2%
3	-3.5%	4%	i	1.1	3%
4	-2.9%	-2%	i	0.4	-1%
5	-5.5%	9%	i	1.3	9%
6	-3.4%	-7%	i	0.3	-7%
7	-2.9%	-3%	i	0.7	-4%
8	.	.	i	0.1	.
9	-6.1%	14%	i	18	10%
10	-8.9%	12%	i	3.7	11%
11	-0.3%	2%	i	0.7	6%
12	-5.3%	9%	i	1.0	8%
13	-3.3%	3%	.	.	-2%
14	-4.8%	2%	i	0.4	6%
15	2.6%	2%	i	0.3	1%

Single records, from the list above.
Entry for `COc1ccc(-c2cc(C(=O)OCC(=O)NC(C)C)c3ccccc3n2)cc1` → CSM14.1 death rescue: -0.7%; P. falciparum M17LAP: 0%; LYP inhibition: -1%; TNAP activation fold: 1; P. falciparum M1AAP: 1%; XIAP displacement: -2.9%; human PMI inhibitors: -2%; Myeloid diff MLP: i; Myeloid diff MLP GFP+ MAC1+ %: 0.4; human PMI inhibition: -1%
Entry for `CCOC(=O)N1CCN(C(=O)c2ccc3c(=O)n(CCC4=CCCCC4)c(=S)[nH]c3c2)CC1` → CSM14.1 death rescue: 2.0%; P. falciparum M17LAP: -7%; LYP inhibition: 10%; TNAP activation fold: 1; P. falciparum M1AAP: -2%; XIAP displacement: -3.3%; human PMI inhibitors: 3%; Myeloid diff MLP: .; Myeloid diff MLP GFP+ MAC1+ %: .; human PMI inhibition: -2%

Remaining list, next part:
#	SMILES	CSM14.1 death rescue	P. falciparum M17LAP	LYP inhibition	TNAP activation fold	P. falciparum M1AAP
16	CCOC(=O)n1c(SCC(=O)N(CC)CC)nc2ccccc21	-1.3%	5%	1%	1.1	-3%
17	COc1ccc(N2CCC(CNC(=S)Nc3cccc(C)c3)C2)cc1 (stereo not drawn)	-0.3%	-9%	-4%	1.1	0%
18	O=c1ccc(NS(=O)(=O)c2ccccc2Cl)cn1Cc1ccc(Cl)c(Cl)c1	.	0%	-5%	1.1	4%
19	CCn1c(C)cc(/C=C2/NC(=O)N(Cc3ccccc3F)C2=O)c1C	2.7%	7%	0%	1.2	7%
20	O=C(Nc1ccccc1)C1Cc2ccccc2CN1C(=O)c1ccco1 (stereo not drawn)	3.4%	-4%	-11%	1.1	-3%
21	Cc1cc(NC(=O)c2cc(-c3ccccc3)on2)no1	0.1%	4%	-11%	1.1	5%
22	O=C(Nc1nnc(-c2ccccc2)o1)c1cccc(N2C(=O)CCC2=O)c1	-0.6%	11%	2%	1	7%
23	CCC(C)OC(=O)C1=C(C)O[C@]23OC(N)=C(C#N)[C@]12C(=O)c1ccccc13 (stereo partly drawn)	-1.9%	-2%	-1%	1	7%
24	CC(C)CCNC(=O)C1CCCN(S(=O)(=O)c2ccc(F)cc2)C1 (stereo not drawn)	5.1%	1%	-11%	1	4%
25	Cc1nn2c(N3CCCC3)c3c(nc2c1-c1ccccc1)CCC3	.	7%	-1%	.	7%
26	O=C(Nc1ccc(N2CCN(c3ccc(C(F)(F)F)cn3)CC2)nc1)c1cccs1	.	0%	-6%	.	0%
27	CCn1ncc([N+](=O)[O-])c1C(=O)n1nc(C)cc1C	0.1%	-2%	-2%	1.1	-3%
28	COc1ccc(C2C(C(=O)c3sc(C)nc3C)=C(O)C(=O)N2CCCn2ccnc2)cc1OC (stereo not drawn)	-2.3%	8%	-6%	1	-5%
29	CCN(CC)c1c([N+](=O)[O-])c(=O)n(C)c2ccccc12	-0.5%	2%	-2%	1.1	1%
30	CC(NC(=O)Cc1ccc(-c2ccccc2)cc1)c1ccccc1 (stereo not drawn)	0.3%	1%	-2%	1	7%

#	XIAP displacement	human PMI inhibitors	Myeloid diff MLP	Myeloid diff MLP GFP+ MAC1+ %	human PMI inhibition
16	-0.3%	-3%	i	2.7	3%
17	-12%	50%*	i	0.5	45%
18	-6.3%	16%	i	0.1	-32%
19	-11%	4%	i	0.0	-2%
20	-3.5%	-8%	i	1.2	-8%
21	-9.5%	-4%	i	0.8	-5%
22	-5.3%	-3%	i	0.3	5%
23	-7.6%	29%	i	0.9	24%
24	-2.0%	-8%	i	0.4	-2%
25	.	.	i	0.9	.
26	.	.	i	0.8	.
27	4.6%	11%	i	0.2	9%
28	-5.7%	-4%	i	0.5	-5%
29	-24%	4%	i	0.3	4%
30	-3.7%	0%	i	0.4	13%

Next compounds:
#	SMILES	CSM14.1 death rescue	P. falciparum M17LAP	LYP inhibition	TNAP activation fold	P. falciparum M1AAP
31	Cc1ccc(C(=O)c2sc3nsc(C)c3c2N)cc1	-1.0%	10%	-5%	1.1	8%
32	Cc1[nH]c2ccccc2c1NC(=O)CN1CCN(C(=O)c2ccco2)CC1	.	0%	-10%	.	2%
33	CC1Cc2ccccc2N1C(=O)CNCCCN(C)C (stereo not drawn)	-1.2%	10%	-5%	1.1	1%
34	COc1cccc(Nc2ncccc2C(=O)Nc2ccccc2)c1	-0.6%	8%	2%	1	7%
35	S=c1nc[nH]c2c1sc1nc(-c3ccccc3)c3c(c12)CCCC3	-0.8%	9%	-7%	1.1	12%
36	CSc1sc(C(=O)NCC2CC2)c(-c2cccs2)c1C#N	.	17%	-5%	.	5%
37	O=C(CC1CCCCC1)Nc1ccc(-c2ccc3nncn3n2)cc1	0.5%	2%	-7%	1	0%
38	CCOC(=O)N1c2ccccc2C=CC1OCC (stereo not drawn)	-2.0%	-1%	0%	1.1	10%
39	COc1cc(/C=C2\C(=O)N(c3ccccc3)N=C2C)ccc1Oc1ccc([N+](=O)[O-])cc1[N+](=O)[O-]	-1.1%	-6%	1%	1.3	11%
40	C[C@@H]1CC=C[C@H]2[C@H]1C(=O)N(Cc1ccccc1)[C@H]2c1ccc(C(F)(F)F)cc1	.	6%	2%	.	7%
41	CCOC(=O)C1CCN(C(=S)Nc2ccc(C)cc2)CC1	.	2%	-3%	1.1	7%
42	COc1cc(C(=O)N2CCC(NC(=O)C(Cc3ccccc3)NC(C)=O)CC2)cc(OC)c1OC (stereo not drawn)	-0.2%	-3%	-8%	1.1	-5%
43	O=C(Nc1c[nH]c(=O)[nH]c1=O)c1ccc([N+](=O)[O-])cc1	-1.0%	4%	-1%	1	10%
44	CCOC(=O)N1CCN(C(=O)CCC(=O)N2CCOc3ccc(C)cc32)CC1	-0.6%	2%	-6%	1.1	4%
45	O=C(Cc1c(O)c2ccccc2[nH]c1=O)N(Cc1ccccc1)Cc1ccccc1	0.3%	-16%	-10%	1.1	8%

#	XIAP displacement	human PMI inhibitors	Myeloid diff MLP	Myeloid diff MLP GFP+ MAC1+ %	human PMI inhibition
31	-13%	2%	i	0.4	3%
32	.	.	i	0.2	.
33	-5.3%	4%	i	0.3	4%
34	-3.8%	11%	i	0.9	9%
35	-18%	6%	i	0.1	9%
36	.	.	i	0.2	.
37	-2.4%	-10%	i	0.4	-6%
38	22%	-2%	.	.	-3%
39	-3.9%	20%	i	0.5	15%
40	.	.	i	2.0	.
41	-2.1%	1%	i	1.7	-3%
42	-4.8%	3%	i	2.5	4%
43	-5.8%	-8%	i	0.2	-12%
44	-0.6%	-1%	i	0.6	2%
45	-8.5%	-3%	i	0.8	-5%

Further structures.
#	SMILES	CSM14.1 death rescue	P. falciparum M17LAP	LYP inhibition	TNAP activation fold	P. falciparum M1AAP
46	CC(C)CCNC(=O)C12CN(Cc3ccccc3)CC1C(c1cccc([N+](=O)[O-])c1)=NO2 (stereo not drawn)	7.7%	-5%	-2%	1	9%
47	Cc1cccc(C)c1NC(=O)CSc1nc(-c2ccco2)cc(C(F)(F)F)n1	-1.3%	0%	-1%	1.1	-3%
48	C=CCn1c(=S)[nH]c2sc3c(c2c1=O)CCC3	-1.9%	46µM*	-5%	1	10%
49	CCOC(=O)c1ccc(NCc2nc3ccccc3n2C)cc1	-3.0%	-1%	-3%	1.1	1%
50	CCCCCSc1nnc(N)s1	.	-4%	1%	.	0%

#	XIAP displacement	human PMI inhibitors	Myeloid diff MLP	Myeloid diff MLP GFP+ MAC1+ %	human PMI inhibition
46	-0.2%	2%	i	0.4	9%
47	0.4%	2%	i	13	-6%
48	-9.8%	6%	i	3.2	2%
49	-7.7%	-1%	i	0.4	5%
50	.	.	i	0.5	.
